Compound activity (PubChem BioAssay)
PAFAH1B3 FP inh: inhibitors of human PAFAH1B3. recombinant PAFAH1B3, FP-rhodamine probe, fluorescence polarization. Q15102. inhibition, % at 3.39 µM. 0.28% of 340,000 active;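 active = inhibition above the screen-wide average of all tested compounds plus 3 SD, cut at about 25% in these data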;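 also: 0% = enzyme with DMSO only and 100% = wells lacking PAFAH1B3 protein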
Target sequence (Q15102 whole entry, looked up): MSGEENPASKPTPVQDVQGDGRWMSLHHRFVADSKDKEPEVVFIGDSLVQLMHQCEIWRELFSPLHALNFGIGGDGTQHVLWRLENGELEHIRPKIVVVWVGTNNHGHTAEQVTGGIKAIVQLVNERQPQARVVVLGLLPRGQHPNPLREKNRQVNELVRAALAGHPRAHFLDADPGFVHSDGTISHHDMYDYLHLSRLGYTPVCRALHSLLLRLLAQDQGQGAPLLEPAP
LYPLA2 counter: LYPLA2 (human) inhibition in PME1 counter-screen; inhibition, % at 5.9 µM; recombinant LYPLA2, FP-Rh probe fluorescence polarization; O95372; 0.38% of 320,000 active;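 active = inhibition above the screen-wide mean plus 3 SD, limit set per campaign, cut at about 26% in these data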;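 also: 0% = LYPLA2 with DMSO and 100% = wells lacking LYPLA2 enzyme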
PME-1 inh: blocks human protein phosphatase methylesterase 1. Q9Y570. inhibition, % at 5.9 µM. AID 2130. 0.53% of 320,000 active. recombinant PME-1, FP-Rh probe fluorescence polarization;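 active = inhibition above the campaign mean of all compounds plus 3 SD, cut at about 26% in these data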;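 also: competitive labeling of PME-1 active site by serine hydrolase directed probe; 0% = PME-1 with DMSO and 100% = wells lacking PME-1 enzyme; inhibitors block probe labeling so polarization falls and inhibition rises; many of its hits are not listed in these tables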
PAFAH2 inh: PAFAH2 (human) inhibition. inhibition, % at 3.39 µM. recombinant PAFAH2, FP-rhodamine activity probe, fluorescence polarization. AID 492956. 0.99% of 340,000 active;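 active = inhibition above the mean over all tested compounds plus 3 SD, cut at about 30% in these data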;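 also: inhibitors block probe labeling of enzyme so polarization drops; 0% = enzyme with DMSO and 100% = wells lacking PAFAH2 protein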
PAFAH1B2 inh: blocks human PAF acetylhydrolase 1b catalytic subunit 2. P68402. recombinant PAFAH1B2, FP-rhodamine activity probe, fluorescence polarization. inhibition, % at 3.39 µM. 1.2% of 340,000 active. AID 492953;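 active = inhibition above the mean of all tested compounds plus 3 SD, cut at about 24% in these data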;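 also: 0% = enzyme with DMSO and 100% = wells lacking PAFAH1B2; many of its hits are not listed in these tables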
GSTO1 inh: blocks human GSTO1 in RBBP9 counter-screen; P78417; recombinant GSTO1, activity-based probe fluorescence polarization; AID 1974; inhibition, % at 5.96 µM; 1.1% of 300,000 active;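 active = inhibition above the campaign mean inhibition plus 3 SD, cut at about 35% in these data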;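 also: 0% = GSTO1-1 with DMSO and 100% = wells lacking GSTO1-1 enzyme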
LYPLA1 counter: blocks human lysophospholipase 1, a PME1 counter-screen; O75608; recombinant LYPLA1, FP-Rh probe fluorescence polarization; inhibition, % at 5.9 µM; 0.16% of 320,000 active;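 active = inhibition above the mean of all tested compounds plus 3 SD, set per campaign, cut at about 14% in these data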;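 also: inhibitors block serine hydrolase probe labeling of LYPLA1 so polarization falls; 0% = enzyme with DMSO and 100% = wells lacking LYPLA1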
PAD4 inh: PAD4 (human) enzyme inhibition | inhibition, % at 6.36 µM | Q9UM07 | recombinant PAD4, RCA probe fluorescence polarization | AID 485272 | 0.41% of 330,000 active;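 active = percent inhibition above a cutoff equal to the mean of all tested compounds plus 3 SD, cut at about 15% in these data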;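 also: 0% = PAD4 with RCA probe and DMSO and 100% = probe without PAD4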
Target sequence (Q9UM07 whole entry, looked up): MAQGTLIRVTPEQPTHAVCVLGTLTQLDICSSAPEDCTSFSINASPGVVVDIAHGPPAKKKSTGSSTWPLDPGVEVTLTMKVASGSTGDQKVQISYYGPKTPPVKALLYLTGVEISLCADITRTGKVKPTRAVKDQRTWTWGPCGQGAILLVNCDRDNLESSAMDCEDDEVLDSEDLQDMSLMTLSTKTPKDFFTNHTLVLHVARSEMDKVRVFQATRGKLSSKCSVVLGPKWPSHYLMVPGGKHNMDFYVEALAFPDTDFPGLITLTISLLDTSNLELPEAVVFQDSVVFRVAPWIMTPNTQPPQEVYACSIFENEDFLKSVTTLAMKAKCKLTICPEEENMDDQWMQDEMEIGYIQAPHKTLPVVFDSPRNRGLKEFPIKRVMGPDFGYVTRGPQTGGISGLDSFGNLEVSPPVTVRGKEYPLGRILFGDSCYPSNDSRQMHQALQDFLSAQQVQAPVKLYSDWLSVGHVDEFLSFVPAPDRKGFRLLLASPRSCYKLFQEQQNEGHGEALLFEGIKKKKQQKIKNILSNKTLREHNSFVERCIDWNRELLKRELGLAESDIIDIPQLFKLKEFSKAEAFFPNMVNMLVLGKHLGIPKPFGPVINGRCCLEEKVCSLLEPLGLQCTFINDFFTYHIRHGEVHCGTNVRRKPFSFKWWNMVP
pPAFAH FP inh: inhibitors of human plasma PAF acetylhydrolase (pPAFAH); Q13093; recombinant pPAFAH, FP-rhodamine probe fluorescence polarization; inhibition, % at 3.39 µM; 1.5% of 330,000 active; AID 463082;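 active = inhibition above the mean inhibition across the screen plus 3 SD, cut at about 25% in these data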;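 also: inhibitors block binding of the rhodamine activity-based probe so polarization drops; 0% = enzyme with DMSO and 100% = wells lacking pPAFAH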
Numbers without * were called inactive; nt = not tested or not shown. A portion of the library; count on the stated rates, not on these rows.

SMILES	PAFAH1B3 FP inh	LYPLA2 counter	PME-1 inh	PAFAH2 inh	PAFAH1B2 inh	GSTO1 inh	LYPLA1 counter	PAD4 inh	pPAFAH FP inh
NC(=O)c1cc(-c2ccccc2)nc2ccc(Br)cc12	nt	-5	-4	nt	nt	10	-3	-1	-6
CCN(CC)S(=O)(=O)c1ccc(N2Cc3ccccc3C2=N)cc1	6	-2	1	-3	3	-5	1	-1	4
CCOC(=O)C(=NCCCN1CCOCC1)NNc1cccc(C(F)(F)F)c1	4	10	1	-1	-5	6	9	-4	5
c1ccc(-c2cc(N3CCOCC3)nc3ccccc23)cc1	4	-1	2	2	-1	-2	-2	-3	20
CCCCOc1ccc(C(=O)OCC(=O)c2c(N)n(C)c(=O)n(C)c2=O)cc1	2	nt	nt	2	3	nt	nt	-9	-13
Cc1ccc(OCc2nc(-c3ccccn3)no2)c(Br)c1	6	-3	-4	1	4	3	0	0	3
c1csc(CN2CCN(Cc3cccs3)C2c2cccs2)c1	2	3	-11	-1	5	12	-1	6	-5
O=C(CCNS(=O)(=O)c1ccccc1F)N1CCN(C(c2ccccc2)c2ccccc2)CC1	1	2	5	-4	5	7	-6	-1	-1
CC(=O)Nc1ccc(S(=O)(=O)NC(C)c2nc(-c3ccccc3)no2)cc1 (stereo not given)	3	-5	-8	-4	3	0	0	-4	-9
CCN1C(=O)CC(N2CCC(Cc3ccccc3)CC2)C1=O (stereo not given)	-5	4	2	-8	6	7	3	7	2
COc1ccc(S(=O)(=O)N2CCOCC2)c(C)c1C	0	6	6	1	4	-1	2	2	0
CC(C)CC(=O)NC(c1ccccc1)c1c(O)ccc2ccccc12 (stereo not given)	8	-4	-1	1	2	-6	-2	-6	-22
O=C(COc1ccc(S(=O)(=O)N2CCCC2)cc1Cl)NCc1ccccn1	6	-1	2	5	3	4	-2	-7	5
Cc1sc2nc(C3CC3)nc(N3CCN(C(=O)c4ccc(Cl)cc4)CC3)c2c1C	4	-16	-3	-5	2	3	-3	1	0
Cc1ccc(C(=O)NC(Cc2ccccc2C(F)(F)F)C(=O)O)cc1 (stereo not given)	6	nt	nt	1	4	nt	nt	-2	4
CC(C)n1cnc2c(NCc3ccccc3)nc(NCc3ccccc3)nc21	6	-2	2	17	8	2	0	2	12
O=C(NCc1ccccc1)c1c[nH]c2ccc(S(=O)(=O)Nc3ccc4c(c3)OCCO4)cc2c1=O	-9	-35	-16	-21	-8	-108	-24	-7	1
CCN(CC(=O)NCc1cccs1)C(=O)c1cccc(S(=O)(=O)Nc2ccccc2Cl)c1	-2	-7	5	0	0	-9	-4	1	2
CSCCC(Nc1nc2ccccc2s1)C(=O)O (stereo not given)	10	4	-3	-7	2	0	-1	2	6
COc1ccc(-c2cc3c(=O)n(CC(=O)Nc4cccc(Cl)c4)ncn3n2)cc1	-4	1	-1	-13	-3	-1	4	-8	4
CCOC(=O)N1CCN(c2ccc(S(=O)(=O)N(Cc3ccccc3)Cc3ccccc3)cn2)CC1	-2	11	2	5	0	2	-3	-3	4
Cc1ccccc1OCCC(=O)OCC(=O)NC1CCCC1	2	2	1	-3	7	4	0	3	20
COC(=O)c1c(NS(C)(=O)=O)sc2c1CCCC2	1	13	4	0	3	4	1	4	2
C[C@H]1CN([C@@H](C)CO)C(=O)c2cccc(NC(=O)Nc3ccc(C(F)(F)F)cc3)c2O[C@@H]1CN(C)S(=O)(=O)c1ccccc1	-12	nt	nt	-7	22	nt	nt	3	6
CSCC(C)N1CCC(CO)(CCCc2ccccc2)CC1 (stereo not given)	14	3	-7	1	-2	1	0	-2	-1
CCOC(=O)CCCCCC(=O)Nc1ccc2c(c1)CC(=O)N([C@H](C)CO)C[C@H](C)[C@H](CN(C)S(=O)(=O)c1ccc(OC)cc1)O2	12	nt	nt	1	6	nt	nt	1	3
O=C(NCc1ccccc1)[C@]1(C(F)(F)F)C[C@H](CCc2ccccc2)CCCO1	3	4	4	1	2	8	-1	-1	2
CCn1c(SCC(=O)Nc2nc3ccccc3s2)nnc1-c1ccc(OC)cc1	-1	-10	-6	-7	-2	-9	-4	-2	-5
COC(=O)c1[nH]c2ccc(C)cc2c1NC(=O)CN1CCN(c2ccc(F)cc2)CC1	2	-3	6	-5	4	1	0	-3	-2
O=C(Cn1cnc2c(cnn2-c2ccccc2)c1=O)Nc1ccc(S(=O)(=O)N2CCOCC2)cc1	7	13	1	-5	4	-3	3	-2	0
Cc1cccc(NC(=S)NNC(=O)c2cc3c(s2)CCC(C)C3)c1C (stereo not given)	6	-4	4	13	1	2	-4	4	0
O=C(NCCCN1CCOCC1)c1sc2cc(F)ccc2c1Cl	4	0	-5	-3	0	6	0	1	0
COc1nc(OC)nc(Oc2ccc([N+](=O)[O-])cc2Cl)n1	-4	0	4	2	-5	6	-3	2	1
O=C(c1ccccc1)c1nccn1-c1ccc(Cl)nn1	4	1	-3	0	3	6	-2	1	-5
CCOc1ccc(S(=O)(=O)N(C)CC(=O)NCc2ccccn2)cc1	0	-5	2	2	4	2	-1	-2	-1
OCc1ccc(OCCCOc2cccc3cccnc23)cc1	7	-1	1	3	-2	7	-2	2	3
COc1cc(-c2nnc(SCc3c(F)cccc3Cl)o2)cc(OC)c1OC	6	-4	-7	6	8	-7	-5	-4	13
O=Cc1cnc(N2CCCCC2)s1	10	8	-2	0	1	10	5	-4	-5
CC1CCCCC1NC(=O)Cn1[nH]c(=O)c2ccccc2c1=O (stereo not given)	5	1	1	3	-1	-12	3	-3	-1
COc1ccc(Oc2nc(-c3cccnc3)nc3ccccc23)cc1	1	-4	-11	-9	-1	-17	-1	-2	-2
O=C1NC(=O)/C(=C\c2ccc(O)cc2O)S1	19	-3	-6	12	12	63*	-7	1	24
Cc1nnsc1Sc1ccccc1C(=O)O	5	1	2	7	4	1	-3	-4	-3
CCn1c(CCC(N)=O)nnc1SCC(=O)c1cc(C)n(C2CC2)c1C	0	4	4	2	3	nt	-2	-4	1
CCCCn1c(=O)c(F)cn(Cc2ccc(OC)c([N+](=O)[O-])c2)c1=O	6	2	4	1	2	1	1	2	8
Cc1nnc(NC(=O)CSc2nc3ccccc3o2)s1	-2	2	1	1	-33	37*	-3	3	-2
O=C(CNC(=O)c1ccco1)Nc1cccc(Cl)c1	-2	1	-10	4	-2	-1	1	-3	6
O=C(Cc1ccc(Cl)cc1)Nc1nc2ccccc2[nH]1	1	7	7	0	8	15	3	-2	2
CN(C)CC(=O)Nc1ccc(S(N)(=O)=O)cc1	6	3	-5	-16	4	-2	1	-2	1
Cn1cc(Cl)c(-c2n[nH]c(=S)n2-c2ccccc2)n1	14	1	3	-7	2	2	1	1	0
COc1cccc(N(CC(=O)NCc2ccccc2)C(=O)CCC(=O)Nc2nccs2)c1	0	-1	-1	-13	0	6	0	6	7
O=C(CCCCCN1C(=O)c2ccccc2C1=O)Nc1ccccc1	2	0	1	6	6	5	-3	-1	4
CC(C)CC(=O)N/N=C/c1c(N)n(C)c(=O)n(C)c1=O	5	-2	-7	-1	1	4	2	-8	-7
O=C(NNc1ccc(C2CCCCC2)cc1)C(O)(c1ccccc1)c1cccs1 (stereo not given)	5	0	-9	0	2	6	-6	0	18
S=C(Nc1ccccc1Oc1ccccc1)NC1CCCC1	7	1	-1	1	5	-7	-1	-4	3
O=C1c2ccccc2C(=O)c2c(Nc3ccc(CCO)cc3)ccc(O)c21	12	27*	29*	11	-1	39*	-3	5	31*
O=C(c1ccccc1)N1CCN(C2C3CC4CC(C3)CC2C4)CC1 (stereo not given)	3	-1	-8	4	7	5	-1	1	1
COc1cccc(C(=O)Nc2nc3c(c(=O)[nH]2)CCCC3)c1	7	4	-1	10	2	-5	3	-6	0
COc1cccc(C(=O)NNC2=C(C(=O)C(F)(F)F)CCC2)c1	nt	1	-5	nt	nt	7	1	-4	2
CCCCN1c2ccccc2N(CCCO)c2cc(C)nnc21	8	3	-4	5	6	1	-1	2	0
COc1cccc(CC2(CO)CCN(Cc3cnc(N4CCOCC4)s3)CC2)c1	6	2	-1	0	0	14	4	-1	0

(continued)
SMILES	PAFAH1B3 FP inh	LYPLA2 counter	PME-1 inh	PAFAH2 inh	PAFAH1B2 inh	GSTO1 inh	LYPLA1 counter	PAD4 inh	pPAFAH FP inh
CNC(=S)N(Cc1ccc(OC)cc1)Cc1cc2ccc(C)cc2[nH]c1=O	5	-3	-1	0	4	4	0	1	1
COc1ccc(OC)c(S(=O)(=O)N2CCCCC2C(=O)O)c1 (stereo not given)	3	-3	4	5	2	-3	-3	-5	2
Cc1ccccc1S(=O)(=O)Cc1ccc(C(=O)NCCc2ccccc2)o1	5	-7	-6	5	10	0	-4	-3	3
CC1=C(C(=O)OCc2ccccc2)C(c2ccco2)n2ncnc2N1 (stereo not given)	2	-6	-3	1	4	-4	1	-2	0
COc1cccc(NC(=O)CN(C)C(=O)c2cn(-c3ccccc3)nc2-c2cccnc2)c1	-7	-8	8	-2	-2	nt	-5	-2	2
COc1ccc(S(=O)(=O)Nc2nc3ccccc3s2)cc1OC	13	-1	-4	8	5	5	1	13	4
COC(=O)c1c(O)ccc(Oc2ccccc2)c1C(=O)OC	6	16	-3	5	1	8	4	-9	6
O=C1CC(N2CCN(CCc3ccccn3)CC2)C(=O)N1c1ccc(Cl)cc1 (stereo not given)	7	4	-7	-6	3	9	-1	4	3
CCCn1c(=N)n(CC(=O)c2cccs2)c2ccccc21	7	8	-2	0	4	-5	1	-6	15
COC(=O)c1c(NC(=O)c2ccc(Br)s2)sc2c1CCC2	2	0	-5	-12	6	0	-4	-1	6
Cc1cccc(C)c1NC(=O)c1cn(-c2ccccc2)nc1-c1ccccc1	1	0	5	-2	5	-2	-3	2	0
Cc1ccc(N(CC(=O)NC2CCCC2)C(=O)CCCC(=O)Nc2ccccn2)cc1C	-7	-2	-3	-2	5	5	0	0	6
COc1ccc(OC)c(CCNC(=O)CCc2nnc3ccc(N4CCCCC4)nn23)c1	0	-3	0	-2	1	4	-2	8	7
Cc1cc(CNC(=O)C2CCC(=O)N(CCc3cccc(F)c3)C2)on1 (stereo not given)	3	4	1	-9	5	3	-1	-4	4
Nc1cc(-c2ccc(Cl)cc2)nn1S(=O)(=O)c1ccc(Cl)cc1	-4	-3	2	2	21	6	-5	2	3
CC(=O)N1c2ccc(S(=O)(=O)NCC3CCC(C(=O)Nc4cc(C)ccn4)CC3)cc2CC1C (stereo not given)	1	17	1	-12	0	5	6	-3	1
CCCC(c1c(C)n(C)n(-c2ccccc2)c1=O)c1c(C)n(C)n(-c2ccccc2)c1=O	-3	0	3	8	-1	-4	-2	1	2
CC[C@]12c3[nH]c4ccc(Cl)cc4c3CCN1C(=O)[C@@H](CC(=O)NCCCOC)C[C@@H]2C(=O)N1CCN(C(=O)C2CC2)CC1	10	nt	nt	-5	-2	nt	nt	2	3
COc1ccccc1NC(=S)N(c1ccccc1)C(C)C	12	8	4	6	8	6	2	-5	3
Cc1cc(C)n2c(SCC(=O)N(C)C3CCS(=O)(=O)C3)nnc2n1 (stereo not given)	1	1	-1	-1	0	0	-2	4	6

Among those listed so far, these have a nitro group on carbon.
SMILES	PAFAH1B3 FP inh	LYPLA2 counter	PME-1 inh	PAFAH2 inh	PAFAH1B2 inh	GSTO1 inh	LYPLA1 counter	PAD4 inh	pPAFAH FP inh
COc1nc(OC)nc(Oc2ccc([N+](=O)[O-])cc2Cl)n1	-4	0	4	2	-5	6	-3	2	1
CCCCn1c(=O)c(F)cn(Cc2ccc(OC)c([N+](=O)[O-])c2)c1=O	6	2	4	1	2	1	1	2	8
